Screening results as filed in PubChem BioAssay.
Insulin prom up: MIN6 insulin promoter up-regulation; MIN6 insulin promoter-GFP reporter, high-content imaging; active compounds read high; z-score at 5 µM; 190,000 tested, 0.3% active;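 active = z-score above 3 at 5 µM with at least 500 cells counted in the well; inconclusive = wells under 500 cells, flagged as cytotoxic or low count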
WT yeast gro inh: growth inhibition of WT yeast, mitochondrial fusion screen. mitochondrial fusion phenotypic screen, WT strain. inhibition, % at 10 µM. 190,000 tested, 2.1% active; in the data active = inhibition above about 58%; tested in S. cerevisiae
bCat nuc transl: modulators of beta-catenin nuclear translocation; HeLa beta-catenin nuclear translocation, immunofluorescence imaging; 190,000 tested, 0.3% active; nuclear translocation activity, % at 5 µM; AID 1665;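 active = nuclear translocation activity above 50% at 5 µM, with a well cell count of 50 or more; inconclusive = wells under 50 cells across six images, flagged as toxic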;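 also: per-cell ratio of nuclear to cytoplasmic median beta-catenin stain intensity; plate controls were DMSO negative control for no effect and GSK-3 inhibitor IX positive control for full effect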
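System: HeLa cells, endogenous beta-catenin; compound dosing: 5 µM primary single dose, 0.1% DMSO, 0.02–20 µM confirmation series; incubation: 24 h compound exposure at 37°C, 5% CO2; signal: beta-catenin immunofluorescence imaging with DAPI; evaluation: % activation, nuclear-to-cytoplasmic median beta-catenin signal ratio per cell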
MT stabilizer: microtubule stabilization, imaging screen; HeLa tubulin immunostaining HCS, 24 h; share of cells brighter than vehicle mean+2SD; % tubulin-high responders, % at 10 µM; 200,000 tested, 0.83% active;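 active = plate Z-score above 3 for both tubulin-high and condensed-nucleus cell shares, with cell loss under 80%, at 10 µM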;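 also: anti alpha tubulin signal scored within the nucleus-defined area of each cell; some results filed as inactive read as strong as hits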
Myeloid diff 2: compounds promoting myeloid differentiation; calls only at 10 µM; ER-HoxA9 myeloid progenitors, lysozyme-GFP differentiation, flow cytometry; 360,000 tested, 1% active;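 active = normalized GFP-positive differentiation at or above the plate's own cutoff, the solvent-only control mean plus 3 SD; inconclusive = no clear call, values can overlap the other calls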;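 also: cells exposed to compound for four days before flow analysis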
Autophagy HCS: modulators of autophagy; MEF GFP-LC3 puncta imaging; test concentration mostly 10 µM; calls only at 10 µM (by protocol); 190,000 tested, 0.98% active; AID 463193;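 active = percentage of spot-positive cells more than 3 SD above its plate mean, without a fluorescence outlier flag or 80% toxicity; inconclusive = no clear call, values can overlap the other calls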;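 also: spot-positive cell cutoff set from DMSO-treated cells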
Lipid droplet: modulators of hepatic lipid droplet formation | AID 1656 | inhibition, % at 6.5 µM | 240,000 tested, 0.4% active | AML12 mouse hepatocytes, oleate lipid droplets, BODIPY imaging;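 active = lipid droplet intensity inhibited by at least 50%, with more than 500 cells counted; inconclusive = wells with under 300 cells, treated as cytotoxic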
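Assay system: AML12 mouse liver cells | Compound dosing: One dose, 6.5 µM compound | Read-out basis: Droplet intensity reduction, % inhibition | Measured by: Fluorescence imaging, 20x objective, two fields per well | Schedule: Overnight treatment with compound plus oleate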
West Nile antiviral: inhibition of WNV-induced cytopathic effect – cell-based, CPE readout (AID 1621). West Nile virus-infected cells, CPE inhibition; higher % means a stronger effect. one-dose CPE inhibition, % at 10 µM; IC50 in µM for titrated hits. 290,000 tested, 0.02% active; in the data active = a potency from the dose series; inconclusive = CPE inhibition mostly from about 3.7% at the one dose, without a potency; inactive = the rest, 99 in 100 with CPE inhibition below about 2.2%; also: strong numbers were not always called active
T cell modulator: modulates CD8 T cell binding to vesicles. 2C CD8+ T cell-vesicle binding, flow cytometry; active compounds read low. calls only at 7 µM. 330,000 tested, 0.068% active;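 active = response, share of CD8 T cells binding vesicles, and their 90th percentile fluorescence all below set limits, cut at about 80% in these data, passing the limit was not always enough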
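incubation = binding step 1.5 h, 37 °C, antibody labelling 20 min, ice | test system = 2C mouse CD8+ T cells | read-out basis = percent CD8+ FL2 mean versus row control | controls = Peptide-free naked vesicles (low) and QL9 vesicles with 0.7% DMSO vehicle (high) | detection = flow cytometry of vesicle-bound cells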
WT yeast gro inh mutant strain: also measured in WT yeast gro inh; calls as there; inhibition, %; mitochondrial fusion phenotypic screen, mutant strain inhibition
Insulin prom up cell count: recorded beside Insulin prom up, whose call it bears; cell count; measured here: cytotoxicity, nuclei count;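 total cells summed across four imaged fields per well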
Lipid droplet cells 6.5 µM: recorded beside Lipid droplet, whose call it bears; cell count; measured here: cell count, cytotoxicity flag;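 cells counted across two imaged fields per well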
bCat nuc transl cell count 5 µM: recorded beside bCat nuc transl, whose call it bears; cell count; measured here: cell count, cytotoxicity flag
T cell modulator vesicle-bound %: recorded beside T cell modulator, whose call it bears; double positive events, %; measured here: CD8+ vesicle-bound cell fraction;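 binding gate set so that unloaded-vesicle control wells show 10% double positive cells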
MT stabilizer Hoechst-high %: also measured in MT stabilizer; calls as there; % Hoechst-high responders; measured here: nuclear condensation Hoechst responders;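 share of cells brighter than vehicle mean plus two SD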
MT stabilizer cytotoxicity %: also measured in MT stabilizer; calls as there; toxicity, %; measured here: cytotoxicity by cell density;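 0% = mean cell density of plate MIN control wells and 100% = no cells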
Autophagy HCS cell loss 18 h: second read-out of Autophagy HCS, no call of its own (marks repeat the call); toxicity, %; measured here: cell loss, nuclei count;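 cell loss after 18 h compound exposure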
Myeloid diff 2 GFP+ MAC1+ %: also measured in Myeloid diff 2; calls as there; GFP+ MAC1+ double positive, %; measured here: differentiation confirmed by MAC1 staining
Starred values were filed as active, the others as inactive; i = inactive; ? = inconclusive; . = not tested or not shown.

SMILES	Insulin prom up	Insulin prom up cell count	WT yeast gro inh	WT yeast gro inh mutant strain	bCat nuc transl	bCat nuc transl cell count 5 µM	MT stabilizer	MT stabilizer Hoechst-high %	MT stabilizer cytotoxicity %	Myeloid diff 2	Myeloid diff 2 GFP+ MAC1+ %	Autophagy HCS	Autophagy HCS cell loss 18 h	Lipid droplet	Lipid droplet cells 6.5 µM	West Nile antiviral	T cell modulator	T cell modulator vesicle-bound %
CCOC(=O)C(C)Oc1cccc2c(=O)n(CC(=O)NCc3ccc4c(c3)OCO4)ccc12 (stereo unspecified)	0.08	966	-4	4	73*	625*	16*	40*	60*	?	.	i	28	.	.	0.0%	i	20
CCCCCc1ccc(CC(=O)N2CCOCC2)cc1	.	.	.	.	.	.	.	.	.	i	0.8	.	.	1	827	-1.1%	i	56
Cc1nnc(SCc2ccc(F)cc2)n1NC/C=C/c1ccccc1	-0.47	621	6	-5	-0.5	1064	0.7	1.0	8.0	i	0.6	i	4	-8	665	-0.5%	i	39
COc1cc2c(C(=O)NCCN(C)C)cn(CC(C)C)c(=O)c2cc1OC	-0.13	1057	.	.	-0.7	1260	.	.	.	i	0.3	.	.	22	700	-0.1%	i	30
Cc1nn(-c2cccc(Cl)c2)c(Cl)c1/C=N/NC(=O)c1cccs1	-0.14	1276	3	-8	-0.2	1006	9.0	22	12	i	0.1	i	0	-1	648	0.0%	i	18
Cc1cc(OCc2cc(C(=O)NCCN3CCCCC3CO)no2)cc(C)c1Cl (stereo unspecified)	.	.	.	.	.	.	.	.	.	i	0.4	.	.	32	876	13%	i	25
O=C(CCN1CCN(c2ccccc2F)CC1)c1ccc(Br)cc1	0.44	1639	-10	5	-1.4	1426	6.5	2.5	3.6	i	0.6	i	-4	.	.	?	i	44
CN(c1ccccc1C(=O)N1CCOCC1)S(C)(=O)=O	0.73	1223	13	14	2.5	1190	3.4	1.0	41	i	1.3	i	-3	13	817	0.0%	i	34
O=C(CSc1nnc(C2CCCCC2)n1Cc1ccccc1)NCc1ccco1	-0.71	1258	-14	-10	-5.6	912	1.1	1.8	12	i	0.3	i	-17	.	.	0.6%	i	61
CCOC(=O)N1CCN(S(=O)(=O)c2ccc(C(=O)Nc3sc4c(c3C(N)=O)CC(C)(C)NC4(C)C)cc2)CC1	.	.	.	.	.	.	.	.	.	i	3.0	.	.	0	793	0.2%	i	8
C/C(=N/NC(=O)c1ccncc1)c1ccc(NC(=O)c2ccccc2)cc1	.	.	.	.	.	.	.	.	.	i	0.5	.	.	0	809	-0.1%	i	14
Cn1c(SCC(=O)Nc2ccccc2)nc2c([nH]c3ccccc32)c1=O	0.14	1591	2	-2	-0.9	1136	2.1	1.3	6.4	i	1.7	i	-22	-4	697	0.1%	i	25
CCCn1c(=O)[nH]c(=O)c2c1nc(-c1ccc(OC(F)F)c(OC)c1)n2CCOC	.	.	9	8	1.7	1081	1.2	1.9	5.2	i	0.9	i	-5	0	791	-0.2%	i	18
CCCCN(C)CCCNC(=O)C1CCC(CNS(=O)(=O)c2c(C)cc(C)cc2C)CC1 (stereo unspecified)	.	.	.	.	.	.	.	.	.	i	0.5	.	.	36	683	0.2%	i	51
NC(=O)c1nsc(C(=O)N(c2cccc(F)c2)C(C(=O)NCC2CCCO2)c2c[nH]c3ccccc23)c1N (stereo unspecified)	.	.	.	.	.	.	.	.	.	i	0.5	.	.	-1	771	-0.2%	i	33
C=CCOc1c(Br)cc(CNc2ccc(NC(=O)CCC)cc2)cc1OCC	.	.	22	13	.	.	1.7	1.9	9.7	i	0.8	i	13	.	.	-0.5%	i	57
Cc1ccc(-c2nnc(N3CCOCC3)c3ccccc23)cc1S(=O)(=O)NCC1CCCO1 (stereo unspecified)	-2.5	1047	-6	9	2.1	737	4.7	2.0	4.2	i	1.3	i	20	.	.	0.1%	i	3
COCCn1c(N)c(Sc2ccccc2[N+](=O)[O-])c(=O)[nH]c1=O	-0.17	1075	.	.	-1.1	1278	.	.	.	i	0.7	.	.	19	723	0.2%	i	61
CCOC(=O)Cc1nnc(Nc2cccc(C)c2)c2ccccc12	0.35	1940	-12	-3	-0.2	1025	1.4	1.0	5.4	i	1.0	i	-7	-3	600	0.1%	i	6
O=C(NCCOc1ccccc1)C1CCC(=O)N(CCCN2CCOCC2)C1 (stereo unspecified)	.	.	.	.	.	.	.	.	.	i	1.8	.	.	-6	695	0.2%	i	7
Cc1ccc(OCC(=O)Nc2ccc3c(c2)OCO3)cc1C	0.56	1492	0	-16	-0.8	1030	1.7	1.3	10	i	0.3	i	23	2	722	-0.3%	i	52
CN1CCN(c2ccccc2NC(=S)NC(=O)c2cc3ccccc3o2)CC1	.	.	.	.	.	.	.	.	.	i	1.0	.	.	?	.	-1.8%	i	67
Cc1ccc(C(=O)N/C(=C/c2ccc(F)cc2)C(=O)NCc2ccncc2)cc1	-0.05	1347	0	13	-0.5	934	2.3	2.4	2.6	i	0.2	i	-3	-6	567	-0.6%	i	26
O=C(Nc1ccc(S(=O)(=O)N2CCOCC2)cc1)c1ccc(S(=O)(=O)N2CCOCC2)cc1	.	.	.	.	.	.	.	.	.	i	0.1	.	.	-4	851	-0.1%	i	42
CCN(C(=O)CSc1ccc2c(c1)OCCO2)C1CCS(=O)(=O)C1 (stereo unspecified)	0.49	968	23	21	-4.0	932	3.9	5.6	17	i	0.9	i	21	.	.	0.1%	i	13
COc1cccc(NC(=O)[C@H](Cc2ccccc2)NC(=O)[C@@H]2Cc3ccccc3CN2)c1	.	.	.	.	.	.	.	.	.	i	0.4	.	.	-1	699	-0.5%	i	30
CCOc1ncccc1C(=O)OCc1nnc(-c2ccccc2)o1	.	.	6	4	-2.0	1027	2.6	1.3	6.4	i	1.2	i	2	.	.	-0.1%	i	66
COc1cc(NC(=O)C2CCN(S(=O)(=O)c3ccc(N4CCCC4=O)cc3)CC2)cc(OC)c1	.	.	.	.	.	.	.	.	.	i	2.6	.	.	-29	645	-0.6%	i	20
Cc1ccc(-n2cccn2)c(CN2CCC(CO)(CCc3ccccc3)CC2)c1	-1.1	1222	-1	0	0.8	1033	6.8	2.7	7.5	i	0.4	i	0	-25	697	-1.6%	.	.
Cc1ccc(-c2csc(N3CCN(CCCn4c(-c5ccncc5)nc5ccccc54)CC3)n2)cc1	.	.	.	.	.	.	.	.	.	?	.	.	.	-12	752	-0.7%	i	23
CCOC(=O)N1CCN(Cc2nc3c(c(=O)[nH]c(=O)n3C)n2Cc2cc(C)ccc2C)CC1	-0.64	1706	13	-1	0.4	1007	5.1	1.3	6.4	i	0.9	i	3	-52	705	-0.5%	i	14
Cc1ccc(SCCNC(=S)Nc2cc(C)cc(C)c2)cc1	-0.26	873	76*	64*	.	.	2.0	1.6	7.4	i	0.9	i	-5	12	785	-0.1%	i	18
O=C(Nc1ccc(N2CCN(C(=O)c3ccccc3)CC2)cc1)c1cc([N+](=O)[O-])ccc1N1CCOCC1	.	.	.	.	.	.	.	.	.	i	1.3	.	.	-13	652	-0.8%	i	62
COc1ccccc1-c1noc(-c2ccccc2C(=O)Nc2cccnc2)n1	0	906	-6	-4	-2.0	1144	3.4	2.3	7.0	i	2.3	i	1	8	807	0.3%	i	9
Cn1c(NC(=O)c2ccccc2)c(-c2ccccn2)c(=O)c2ccccc21	1.1	956	8	-4	.	.	1.8	1.9	12	i	0.7	i	-5	.	.	-0.9%	i	11
O=C(C[n+]1cccc(CNC(=O)c2ccc(OC(F)F)cc2)c1)Nc1ccc(SC(F)F)cc1	.	.	2	3	-0.4	968	4.0	1.3	4.0	i	0.1	i	5	-87	498	-0.2%	i	43
CCC(C)Oc1ccc(C(=O)Nc2ccc(CN3CCOCC3)cc2)cc1 (stereo unspecified)	.	.	.	.	.	.	.	.	.	i	0.4	.	.	-3	792	-1.3%	i	57
CCCn1c(SCC(=O)N2CCCCC2)nnc1-c1ccco1	0.03	1605	-16	-6	3.1	1477	2.9	2.3	9.9	i	0.6	i	0	.	.	0.4%	i	44
COc1cc(/C=C\C(=O)OCn2nnc3ccccc3c2=O)cc(OC)c1OC	0.45	1171	6	-13	-2.1	1128	2.2	3.2	3.8	i	2.6	i	4	57*	705*	-0.1%	i	22
CC(=O)CC(=O)NC1C2CC3CC(C2)CC1C3 (stereo unspecified)	1.1	1459	3	0	-7.7	916	4.0	3.0	12	i	0.8	i	-11	.	.	0.2%	i	26

This is a random part of the collection; overall some 3.9% were active at least once.
